CHOP inh: blocks CHOP induction under ER stress. CHO-K1 CHOP-promoter luciferase, tunicamycin-induced, 15-18 h. inhibition, % at 10 µM. actives 3.8% (n = 220,000);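 active = compounds that reduced the stress-induced luciferase reporter signal by more than about 70% of percent inhibition, limit read from the data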;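 also: 0% = tunicamycin plus vehicle and 100% = wells without tunicamycin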
TNF necrop inh: blocks TNF-alpha induced death of Jurkat FADD-/- cells; Jurkat FADD-/- TNF necroptosis rescue, ATP luminescence, 24 h; 0 = TNF only, 100 = no-TNF cells; activation (protection from cell death), % at 10 µM; actives 0.068% (n = 220,000); AID 463075;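 active = activation, meaning protection from cell death, of at least 50% relative to plate controls; inactive = activation below 50%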;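 also: necroptosis triggered by 40 ng/mL TNF-alpha added together with compound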
PPC-1+TRAIL kill: kills PPC-1 cancer cells in the presence of TRAIL; PPC-1 cells + TRAIL, ATPLite viability luminescence; cell killing (% activity), % at 4 µM; actives 0.41% (n = 220,000);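 active = cell killing above 50% in the first pass at 4 µM, then a duplicate retest at 5 µM averaging 50% or more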;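 also: plate controls were cells with TRAIL plus DMSO for no effect and medium-only wells lacking cells for full effect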
BaF3 tox: parental Ba/F3 viability inhibition as JAK2V617F counter-screen; AID 1486; inhibition, % at 5.6 µM; actives 1.1% (n = 220,000); CellTiter-Glo ATP luminescence;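 active = inhibition above a per-campaign cutoff, the mean inhibition of all tested compounds plus 3 SD, cut at about 27% in these data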;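 also: 0% = DMSO wells and 100% = JAK Inhibitor I control wells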
TRPN1 ag: activates the zebrafish TRPN1 channel | HEK293 zebrafish TRPN1-YFP, Fluo-8 calcium fluorescence; 100% = response to 87 µM carbachol | activation, % at 3 µM | actives 0.18% (n = 220,000) | AID 1424;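 active = activation above its plate's cutoff, the mean activation of test wells on that plate plus 3 SD, cut at about 19% in these data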;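 also: 0% = DMSO alone and 100% = 87 µM carbachol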
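Material: zebrafish TRPN1-YFP in HEK293 cells. Doses: one dose of 3 µM, 0.3% DMSO. Incubation: dye 1 h 37 °C plus 30 min RT. Measured by: intracellular calcium fluorescence with Fluo-8.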
TRPML3 agonist: activates the human TRPML3 channel. Q8TDD5. HEK293 TRPML3-YFP, Fluo-8 calcium fluorescence; 100% = the carbachol control signal. activation, % at 3 µM. actives 0.29% (n = 220,000). AID 1448;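 active = activation above its plate's cutoff, the mean activation of the plate's test wells plus 3 SD, cut at about 12% in these data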;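 also: 0% = DMSO only wells and 100% = carbachol wells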
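Test system: TRPML3-YFP stable HEK293 cells. Doses: single point at 3 µM. Incubation: dye loading 1 h 37 °C then 30 min ambient, 125 s read. Signal: Fluo-8 calcium dye fluorescence, ex 470-495, em 515-575 nm. Measure: percent activation from peak-to-basal fluorescence ratio, scaled between DMSO and carbachol.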
Wee1 degr inh: inhibitors of human Wee1 degradation. AID 1321. reporter increase, % at 5 µM. actives 1.2% (n = 220,000). HeLa Luc-Wee1K328M stability, luciferase luminescence; 100% = proteasome inhibitor MG132 effect;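 active = activation above the mean of all tested compounds plus 3 SD, set per screening run, cut at about 8.8% in these data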;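 also: cells exposed to compound for 20 h before luminescence read; 0% = DMSO alone and 100% = MG132 at 30 µM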
Target sequence (P30291 whole entry K328M): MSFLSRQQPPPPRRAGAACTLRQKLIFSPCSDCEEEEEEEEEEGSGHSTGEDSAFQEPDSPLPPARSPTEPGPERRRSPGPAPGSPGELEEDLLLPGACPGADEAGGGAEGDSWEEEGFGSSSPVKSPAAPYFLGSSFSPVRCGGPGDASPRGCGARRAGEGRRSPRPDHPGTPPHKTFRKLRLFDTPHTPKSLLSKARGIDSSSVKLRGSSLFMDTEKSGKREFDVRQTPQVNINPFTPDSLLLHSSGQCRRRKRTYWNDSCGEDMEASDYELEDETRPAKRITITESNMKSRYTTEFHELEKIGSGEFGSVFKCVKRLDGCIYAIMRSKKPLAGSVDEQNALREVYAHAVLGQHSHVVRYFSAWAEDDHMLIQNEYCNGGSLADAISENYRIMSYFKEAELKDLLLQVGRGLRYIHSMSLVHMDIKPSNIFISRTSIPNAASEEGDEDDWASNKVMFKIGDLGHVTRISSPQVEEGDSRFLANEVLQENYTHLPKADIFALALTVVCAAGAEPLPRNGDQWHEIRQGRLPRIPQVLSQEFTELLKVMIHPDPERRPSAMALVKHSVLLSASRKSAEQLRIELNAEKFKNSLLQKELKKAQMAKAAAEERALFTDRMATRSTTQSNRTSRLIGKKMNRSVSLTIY
RBBP9 inh: human RBBP9 hydrolase inhibition; recombinant RBBP9, FP-Rh probe fluorescence polarization; actives 0.2% (n = 220,000); O75884; inhibition, % at 7.94 µM; AID 1515;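 active = inhibition above the campaign mean of all tested compounds plus 3 SD, cut at about 14% in these data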;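 also: plate controls were DMSO wells with RBBP9 for no effect and wells lacking RBBP9 protein for full effect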
Target sequence (O75884 whole entry, looked up): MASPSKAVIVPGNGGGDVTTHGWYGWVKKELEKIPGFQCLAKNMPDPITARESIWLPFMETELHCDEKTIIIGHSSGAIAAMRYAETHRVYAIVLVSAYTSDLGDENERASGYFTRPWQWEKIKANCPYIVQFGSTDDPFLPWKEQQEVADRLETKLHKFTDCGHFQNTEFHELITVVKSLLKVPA
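Material: RBBP9 protein. Amount: RBBP9 at 2.5 µM in dispensed solution, before mixing. Schedule: 30 min then 45 min, 25 °C. Medium: Tris buffer pH 8.0, NaCl, Pluronic. Measured by: fluorescence polarization. Measure: percent inhibition from mP, scaled between DMSO and no-protein wells. Replication: one well per compound.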
Ba/F3 V617F tox: loss of viability in JAK2V617F-driven Ba/F3 cells | Ba/F3 EpoR-JAK2V617F viability, ATP luminescence | inhibition, % at 5.6 µM | actives 1.1% (n = 220,000);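 active = inhibition above the campaign mean plus 3 SD over all tested compounds, cut at about 24% in these data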;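 also: cytokine-independent growth of Ba/F3 cells driven by EpoR plus mutant JAK2; 0% = DMSO-treated cells and 100% = JAK inhibitor I control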
The depositor's hits bear a star; . = no result given; & = joins results of further samples; [ ] = remark or other dose.

Values run as follows: CHOP inh	TNF necrop inh	PPC-1+TRAIL kill	BaF3 tox	TRPN1 ag	TRPML3 agonist	Wee1 degr inh	RBBP9 inh	Ba/F3 V617F tox
C=CCSc1nnc(-c2nnc(SCC=C)n2CC)n1CC
  5.8	0.3	21.3	2.9	0.1	0.0	1.1	-8.4	0.5
CCOC(=O)CSc1nnc(NC(=O)c2cccc([N+](=O)[O-])c2)s1
  6.6	-0.6	7.1	2.7	4.5	0.8	-1.3	-15.3	-3.3
CSc1ccc(Cl)c(C(=O)OCC(=O)N2CCOCC2)c1
  6.5	1.0	5.4	-3.0	0.9	0.2	0.2	-3.4	-3.1
CCOc1ccccc1-n1nnnc1SCC(=O)OC
  18.2	0.2	19.1	8.5	-1.9	1.1	-3.1	-0.9	-1.1
COC(=O)c1sc(NC(=O)COc2cccc(C)c2)nc1C
  -8.3	2.0	9.4	5.5	-2.5	-0.1	-1.5	-5.0	-0.9
O=C(CNC(=O)c1cccc(Br)c1)N/N=C/c1cc(Br)cc(Br)c1O
  90.6*	-1.7	0.6	9.2	1.3	-1.0	0.2	1.4	7.3
CC(Sc1ccc2c(c1)OCCO2)C(=O)Nc1ncc(Cl)cc1Cl (centres undefined)
  22.6	-1.7	14.2	-0.4	-1.2	0.6	0.9	-1.9	-0.7
Cc1ccc2nc(NC(=O)c3ccccn3)sc2c1
  97.0*	-3.2	90.9*[5 µM]	7.1	3.2	1.8	-3.7	-4.2	4.7
COc1cc(S(=O)(=O)NCCN2CCOCC2)ccc1-n1cnnn1
  5.2	-1.0	16.9	6.1	-1.3	0.5	-4.6	1.4	5.3
C/C(=N\O)c1oc2ccc3c(C)cc(=O)oc3c2c1C
  -26.8	1.9	9.9	2.0	1.1	1.2	-1.4	-3.9	-4.6
COc1cc(OC)cc(C(=O)Nc2ccc3c(c2)COC3=O)c1
  -39.0	-1.1	21.7	5.8	0.8	1.2	0.8	-9.5	-1.4
COc1ccccc1OCCSc1nc2ccccc2c(=O)[nH]1
  -1.7	1.5	9.9	95.4*	-1.2	-0.6	-0.4	-1.1	1.4
O=C(NCCCN1CCC(Cc2ccccc2)CC1)C1CCC(=O)N1C1CCCC1 (centres undefined)
  -2.3	1.2	18.4	1.5	0.0	0.0	-1.5	-1.9	-2.1
Cn1nnnc1NCc1ccc(Cl)cc1
  11.4	0.9	21.7	7.2	0.5	0.0	0.1	-13.6	2.2
COC(=O)/C(C#N)=C/N(C)C
  9.9	3.8	12.6	2.5	0.6	0.7	0.1	-1.4	-2.8
CC(=O)/C(=C\Nc1ccc(OCc2ccccc2)cc1)c1ccccc1
  48.1	-2.2	-5.5	-0.5	-1.4	-0.2	4.5	1.5	-3.6
CO/N=C(/CS(=O)Cc1ccc(Cl)cc1)c1ccc(Cl)cc1 (centres undefined)
  54.0	1.9	7.2	6.5	-1.6	-0.7	-0.1	-5.4	-3.3
CN(C)c1ccnc(N(Cc2ccccc2)Cc2ccccc2)c1C#N
  47.8	-0.9	0.7	2.1	-0.1	0.6	5.9	-8.4	-3.3
N#C/C(=C/c1cccn1-c1cccc(C(=O)O)c1)c1ccc(F)cc1
  12.6	-1.3	1.7	6.3	-1.2	-0.2	2.6	-3.3	2.4
CCc1ccccc1NC(=O)CCN1C(=O)C2C3CCC(C3)C2C1=O (centres undefined)
  21.0	1.7	13.0	-1.2	-0.8	-0.3	-3.7	3.0	-1.8

Copied from the results shown for reference:
Values run as follows: CHOP inh	TNF necrop inh	PPC-1+TRAIL kill	BaF3 tox	TRPN1 ag	TRPML3 agonist	Wee1 degr inh	RBBP9 inh	Ba/F3 V617F tox
C=CCSc1nnc(-c2nnc(SCC=C)n2CC)n1CC
  5.8	0.3	21.3	2.9	0.1	0.0	1.1	-8.4	0.5
CCOC(=O)CSc1nnc(NC(=O)c2cccc([N+](=O)[O-])c2)s1
  6.6	-0.6	7.1	2.7	4.5	0.8	-1.3	-15.3	-3.3

(list continues)
Values run as follows: CHOP inh	TNF necrop inh	PPC-1+TRAIL kill	BaF3 tox	TRPN1 ag	TRPML3 agonist	Wee1 degr inh	RBBP9 inh	Ba/F3 V617F tox
O=C(CN1C(=O)C2CC=C(Cl)CC2C1=O)Nc1ccc(C(=O)O)cc1 (centres undefined)
  17.6	-1.4	26.1	4.8	1.2	0.0	-2.5	-0.5	-4.1
CN(CC1CCOCC1)C(=O)CC1C(=O)NCCN1Cc1ccc(-c2ccccc2)cc1 (centres undefined)
  -9.9	0.3	5.5	0.5	0.0	0.3	9.1*	-3.0	0.7
COc1ccc2[nH]c(=O)c(CNc3ccc(C)cc3C)cc2c1
  -29.9	-9.7	19.6	-1.4	-0.6	0.7	-0.6	-6.7	-0.9
CCOC(=O)C1=C(C)NC(C)=C(C(=O)OCC)C1
  1.2&3.4	2.5&3.1	33.2&-15.0	2.0&2.0	-0.5&0.1	0.6&0.1	3.4&0.4	-2.4&-7.3	-2.2&-0.5
CCN(CC(=O)Nc1ccccc1-c1ccccc1)Cc1nc2ccccc2c(=O)[nH]1
  -13.5	-8.8	2.1	8.3	-0.8	-0.2	-2.0	-5.0	-1.7
COc1ccc(/C=N/NC(=O)c2ccc(Br)o2)cc1Cn1cc([N+](=O)[O-])cn1
  8.5	1.8	29.4	3.7	1.0	-0.1	4.7	-5.2	-0.5
CC(C)CN(Cc1c(O)ccc2c3c(c(=O)oc12)CCC3)CC(C)C
  27.3	-0.3	9.1	0.8	0.4	-0.1	-2.9	-4.8	-0.6
Cc1nc2cc(C(=O)OCC(=O)Nc3ccc(C#N)cc3)ccc2n1-c1ccccc1
  -0.3	1.3	-8.4	1.9	-0.2	0.5	0.8	-7.9	1.4
O=C(Cc1ccc2c(c1)OCCO2)N1CCN(S(=O)(=O)c2cccs2)CC1
  27.1	0.6	-1.4	6.5	0.4	0.9	-3.9	7.2	-1.2
Cc1ccc2[nH]c3c(=O)n(Cc4ccco4)cnc3c2c1
  21.3	1.5	-17.0	1.2	-1.4	-0.4	-0.1	-6.4	2.0
CCC(=O)c1ccc(OCC(O)CN2CCN(C(c3ccccc3)c3ccccc3)CC2)cc1 (centres undefined)
  85.8*	-0.9	-0.3	6.5	0.3	0.5	1.3	-3.2	-1.9
COc1ccc(/C=C/C(O)=C2/C(=O)NC3(C)CC2c2ccccc2O3)c(OC)c1OC (centres undefined)
  -70.1	-1.1	23.9	-0.7	-3.2	-0.5	-1.1	-7.0	-3.5
O=C(CC(NCc1ccccn1)C(=O)O)Nc1ccccc1Cl (centres undefined)
  -7.3	1.1	13.0	4.0	0.6	0.7	-1.4	-6.7	-7.5
CC(=O)Oc1ccc(C(=O)c2ccccc2)c(OC(C)=O)c1
  27.4	-0.2	18.8	5.8	-0.6	0.5	5.6	-6.5	1.4
O=C(N/N=C/C=C\c1ccccc1[N+](=O)[O-])c1ccccn1
  23.9	-1.3	16.3	5.1	-0.4	0.3	1.3	4.7	-1.6
CCOC(=O)CN=C/C(C(C)=O)=C(/C)O
  17.6	-1.1	0.6	9.6	0.8	0.9	-0.1	2.4	4.5
CCOC(=O)Cc1csc(NC(=O)c2c(-c3c(F)cccc3Cl)noc2C)n1
  26.9	0.9	4.8	3.0	0.0	-0.6	-0.5	-2.2	-0.5
COc1cccc(-n2ccnc2SCC(=O)Nc2cc(C)on2)c1
  -3.2	0.5	0.5	-1.1	0.3	-0.3	2.6	-5.8	-6.2
CC(/C=C/C(=O)c1ccc(C)cc1)=C\c1ccccc1
  90.9*	-1.9	2.4	7.9	0.2	0.6	-3.6	-9.6	0.1
CCOCCn1c(SCc2ccc(C)cc2)nc2c1c(=O)[nH]c(=O)n2C
  26.9	-5.0	2.5	0.5	-0.7	-0.2	-1.1	-5.8	-3.2

Values run as follows: CHOP inh	TNF necrop inh	PPC-1+TRAIL kill	BaF3 tox	TRPN1 ag	TRPML3 agonist	Wee1 degr inh	RBBP9 inh	Ba/F3 V617F tox
CCC(C)NC(=O)C1CCCN(c2nc(C)cc(OC)n2)C1 (centres undefined)
  12.2	-1.3	-2.9	5.1	-0.7	-0.4	-0.3	-0.2	0.7
O=C(NCc1cn2ccccc2n1)c1ccc2c(c1)OCO2
  37.0	1.0	8.6	8.8	0.0	0.8	-1.8	-4.1	2.4
COc1ccccc1C1/C(=C(\O)c2c(C)nc3c(C)cccn23)C(=O)C(=O)N1CCCN(C)C (centres undefined)
  .	-0.6	.	2.8	-0.2	1.1	-1.6	-1.2	-1.2
COc1ccc2c(c1)CCc1cnc(N)nc1-2
  38.4	-2.9	1.3	-0.8	-1.8	0.1	-0.5	-0.7	1.8
COC(=O)[C@H](CC(C)C)NC(=O)N1CCCCC1
  21.1	1.8	0.8	-1.9	0.1	1.0	1.6	-1.8	-6.3
CCNc1c2c3c(cccc3n(C)c1=O)C(=O)c1ccccc1-2
  57.1	-0.1	12.6	5.5	195.4*	88.0*	-0.9	22.0*	-0.6
CCOCc1nnc(NC(=O)c2c(OC)cccc2OC)s1
  23.6	0.7	4.7	2.9	1.1	0.2	-1.8	4.3	-3.2
O=[N+]([O-])c1ccc(N2CCN(S(=O)(=O)c3ccccc3)CC2)cc1N1CCc2ccccc2C1
  5.2	3.5	8.9	4.0	-0.4	1.1	1.1	1.3	-2.2
O=C(CSc1nc2ccccc2s1)Nc1cc(S(=O)(=O)N2CCOCC2)ccc1Cl
  3.9	2.0	13.7	1.5	-1.1	0.2	-2.4	-14.5	0.8
CCCCCn1c(C(Cc2ccccc2)NC(C)=O)nc2ccccc21 (centres undefined)
  34.0	1.6	11.3	1.1	0.5	-0.7	0.4	-1.4	-4.4
COc1ccc(Cl)cc1C(=O)OCC(=O)NC(=O)c1cccn1C
  19.9	-0.6	2.0	-1.6	-0.3	0.0	4.0	-4.4	-4.5
COc1ccc(/C=C/C(=O)Nn2cnnc2)cc1
  -14.6	0.0	22.6	1.4	-0.4	0.6	-2.5	-4.5	-7.2
CC(C)c1ccccc1NC(=S)NCc1ccncc1
  14.1	-0.9	-11.1	8.4	0.9	0.0	-3.6	3.2	2.9
CCOC(=O)CSc1nc2cc3c(cc2cc1C#N)OCCO3
  -16.6	0.2	.	1.2	-0.2	0.7	6.8	0.5	0.7
CCN(CC(=O)Nc1c(F)cccc1F)C(=O)CCc1ccc(OC)cc1
  12.1	0.0	10.0	11.1	-0.3	0.4	0.7	-1.5	2.1
CCOc1ccc(NC(=S)NCc2nc3ccccc3[nH]2)cc1
  -20.8	1.1	.	5.5	-0.7	0.0	-2.1	5.7	-1.3
CCCC(c1nnnn1CCc1ccccc1)N1CCN(C(=O)c2ccco2)CC1 (centres undefined)
  9.5	-3.4	7.6	3.0	1.0	-0.2	-0.8	-6.7	0.0
Cc1onc(-c2ccccc2)c1C(=O)NC(=S)NNC(=O)c1ccco1
  13.0	0.3	0.8	0.9	6.9	11.4	1.4	-8.8	-2.7

Source: PubChem BioAssay (several laboratories)
